# OX1R antagonist: blocks the human orexin 1 receptor; 330,000 compounds, 0.43% hits; CHO/OX1R cells, Fluo-8 calcium fluorescence, orexin A; O43613; inhibition, % at 5 µM; AID 434989;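 active = inhibition above its plate's threshold, mean inhibition of all tested compounds on the plate plus 3 SD, cut at about 37% in these data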;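 note: 0% = orexin A challenge wells and 100% = SB-334867-A antagonist wells; not every result past the cut was called active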
# Target sequence (O43613 whole entry, looked up): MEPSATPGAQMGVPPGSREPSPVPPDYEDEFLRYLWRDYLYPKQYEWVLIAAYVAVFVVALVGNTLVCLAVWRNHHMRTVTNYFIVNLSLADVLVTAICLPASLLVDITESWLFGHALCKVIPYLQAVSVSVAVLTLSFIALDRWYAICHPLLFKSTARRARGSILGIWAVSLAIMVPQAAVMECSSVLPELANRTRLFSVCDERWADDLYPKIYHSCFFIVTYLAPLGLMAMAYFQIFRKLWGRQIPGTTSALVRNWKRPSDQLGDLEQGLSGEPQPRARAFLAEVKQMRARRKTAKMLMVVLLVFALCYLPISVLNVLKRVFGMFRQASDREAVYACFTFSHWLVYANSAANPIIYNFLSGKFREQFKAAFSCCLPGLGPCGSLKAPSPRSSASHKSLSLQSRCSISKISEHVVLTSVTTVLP
# CHT PAM: human CHT allosteric activation; 310,000 compounds, 0.49% hits; B-score at 10 µM; Q9GZV3; CHT-expressing cells, membrane potential dye, choline EC20; active compounds read high; LV-AA mutant CHT in HEK293 cells;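 active = initial fluorescence not abnormally high and integrated response B-score, plate-corrected, over 3 SD above library mean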
# Target sequence (Q9GZV3 whole entry, looked up): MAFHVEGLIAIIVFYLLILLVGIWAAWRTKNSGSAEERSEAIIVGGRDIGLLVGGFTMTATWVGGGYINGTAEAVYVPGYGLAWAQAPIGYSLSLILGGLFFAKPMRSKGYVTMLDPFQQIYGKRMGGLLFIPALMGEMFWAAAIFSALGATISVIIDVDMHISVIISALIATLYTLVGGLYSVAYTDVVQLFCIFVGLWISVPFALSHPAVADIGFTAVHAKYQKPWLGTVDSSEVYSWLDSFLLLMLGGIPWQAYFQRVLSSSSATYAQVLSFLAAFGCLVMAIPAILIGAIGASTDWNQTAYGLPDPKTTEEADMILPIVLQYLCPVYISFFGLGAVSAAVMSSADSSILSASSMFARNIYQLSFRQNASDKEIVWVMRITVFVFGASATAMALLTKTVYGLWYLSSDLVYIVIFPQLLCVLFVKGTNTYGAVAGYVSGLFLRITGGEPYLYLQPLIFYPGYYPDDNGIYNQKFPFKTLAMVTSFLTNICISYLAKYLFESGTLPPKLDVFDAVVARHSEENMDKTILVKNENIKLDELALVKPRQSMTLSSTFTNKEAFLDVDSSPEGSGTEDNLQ
# * hit, by the source's call; i = inactive; x = no result given.
SMILES,OX1R antagonist,CHT PAM
COCCNc1nc2c(c(=O)n(Cc3cccc(Br)c3)c(=O)n2C)n1C,-19,i
Cn1c(=O)c2c(nc(SCc3ccccc3)n2Cc2ccc(Cl)cc2)n(C)c1=O,-5,i
COc1ccc(-n2nc3c(c2NC(=O)c2ccco2)CS(=O)(=O)C3)cc1,2,i
Cc1cc(C(=O)OCCO)c(C#N)c(N)n1,-14,i
O=C(/C=C/c1ccc(Cl)cc1Cl)Nc1cccc(S(=O)(=O)NC2=NCCCCC2)c1,-5,i
COc1ccc(C(=O)NC(=S)N(Cc2ccccc2)Cc2ccccc2)cc1,-16,i
N#CC1(NC(=O)COc2ccccc2[N+](=O)[O-])CCCCC1,-5,i
Cc1ccc(C(=O)c2cc3ccccc3o2)cc1C,-26,i
O=C(CSc1ccsc1[N+](=O)[O-])N1CCN(c2ccc(Cl)cc2)CC1,3,i
CCOC(=O)C1CCCN(C(=O)Cn2nc(C)n3nc(-c4ccccc4)cc3c2=O)C1 (stereo unspecified),-10,i
FC(F)(F)c1nnc(-c2ccccc2)nc1Oc1ccc(Cl)cc1Cl,-8,i
Cc1cc(C)c(S(=O)(=O)Nn2cnnc2)c(C)c1,-18,i
COc1ccc(-c2nnc(SCC(=O)Nc3cc(C)on3)n2C)cc1OC,-6,i
CC(C)N(C(=O)[C@H]1C[C@H](CC(=O)NCCCn2ccnc2)C(=O)N2CCc3c([nH]c4ccc(Cl)cc34)[C@]12C)C(C)C,-35,x
O=C(Nc1ccccc1C(=O)O)c1ccc(NC(=O)C2CCCCC2)cc1,-18,i
O=c1nc(N2CCCC2)nc(N2CCCC2)[nH]1,-25,i
COc1cc(OC)cc(C(=O)NCC(=O)OCC(=O)NC(C)(C)C)c1,5,i
CC1SCC(=O)N(CC(=O)Nc2ccc3c(c2)OCO3)C1=O (stereo unspecified),15,i
CCCC(=O)N1CCCC(C(=O)c2cccc(OC(C)C)c2)C1 (stereo unspecified),-26,i
COc1ccc(C(=O)CSc2[nH]c(=O)cc(C(F)(F)F)c2C#N)cc1,-10,i
C=CCNC(=O)c1onc(CSc2ccccc2F)c1C(=O)O,-1,i
CC(C)c1nc(NCC2CCCO2)c(C#N)c2c1COC(C)(C)C2 (stereo unspecified),-28,i
COc1cc2c(cc1OC)CN(C(=O)Cn1ccccc1=O)CC2,51*,i
O=C(N/C(=C/c1ccc(Cl)cc1)C(=O)N1CCCCC1)c1ccco1,-13,i
Cn1cnnc1SCC(=O)Nc1ccc2nc(SCc3ccccc3)sc2c1,-34,i
Cc1ccc(Nc2nc(NCC3CCCO3)nc(N)c2[N+](=O)[O-])cc1C (stereo unspecified),-21,i
NC(=O)c1ccc(N=Nc2c(O)c3ccccc3[nH]c2=O)cc1,3,i
Cc1ccccc1NC(=O)CN1C(=O)S/C(=C\c2cccn2-c2cccc(C(=O)O)c2)C1=O,-10,i
CC(C)c1cccc(C(C)C)c1OCCCCCN1CCOCC1,-43,i
CCNC(=O)NC(=O)C(C)N1C(=O)NC(c2ccccc2)(c2ccccc2)C1=O (stereo unspecified),-21,i
CCC1(c2ccc(F)cc2)NC(=O)N(CC(=O)Nc2cccnc2Cl)C1=O (stereo unspecified),24,i
CN(C)CCNC(=O)c1onc(CSc2ccncc2)c1C(=O)NCCN(C)C,-16,i
O=C(O)c1c(C(=O)O)c(-c2ccc(Cl)c(Cl)c2)n2c1CSC2,-9,i
COc1cc(NC(=O)CCCNC(=O)Cn2cnc3sc4c(c3c2=O)CCCC4)cc(OC)c1OC,3,i
Cc1nc(=O)c(-c2ccccc2)c(C)n1-c1ccc(S(N)(=O)=O)cc1,12,i
Cc1noc(NC(=O)c2cccc(C(F)(F)F)c2)c1Cl,-8,i
CCCCc1ccc(NC(=S)N2CCCC2)cc1,x,i
O=C(NC1C2CC3CC(C2)CC1C3)c1ccc(Br)o1 (stereo unspecified),-30,i
O=C(Nc1cccc2ncccc12)c1ccccc1[N+](=O)[O-],-13,i
O=C(CCNC(=O)N1CC(=O)Nc2ccccc21)Nc1cccc(Cl)c1,-14,i
Cc1ccc(C(=O)N(NC2=NS(=O)(=O)c3ccccc32)S(=O)(=O)c2ccc(C)cc2)cc1,-27,i
Cc1ccc(S(=O)(=O)N(C)c2cc(S(=O)(=O)N3CCC(C)CC3)c(C)cc2C)cc1,-12,i
COC(=O)c1[nH]c(=O)c2ccccc2c1O,-11,i
CCC(C)Sc1ccc(-c2nc3ccc(C)cn3c2NCc2ccccc2)cc1OC (stereo unspecified),56*,i
CCOC(=O)c1c(-c2ccccc2)oc2ccc(OCC(=O)NNC(=O)CCCC(=O)O)cc12,x,i
Cc1ccc(C(=O)NCCNS(=O)(=O)c2ccccc2)cn1,-14,i
COc1ccc(NS(=O)(=O)c2cccc(C(=O)NCc3ccccc3CN3CCCC3)c2)cc1,-9,x
O=C1C=CC(=O)N1c1ccc(I)cc1Cl,-2,i
CCOC(=O)C1(Cc2ccccc2C(F)(F)F)CCN(C(C)CCn2cccn2)CC1 (stereo unspecified),-29,i
COc1cccc(C(CNC(=O)c2ccc(Cl)c(S(=O)(=O)N3CCCC3)c2)N(C)C)c1 (stereo unspecified),-29,x
Cc1ccc(NC2CCCN(C(=O)c3cc4ncccn4n3)C2)cc1C (stereo unspecified),-10,i
CCCCOc1ccc(Cc2n[nH]c(=S)n2N)cc1,-9,i
CN(C)CCN1C(=O)C2C(C(=O)Nc3cc(Cl)cc(Cl)c3)C3C=CC2(O3)C1C(=O)NC1CCCCC1 (stereo unspecified),-23,i
Cc1onc(-c2c(F)cccc2Cl)c1C(=O)NCc1ccccn1,-14,i
O=C(Cn1c(-c2ccccc2)c[n+]2ccsc12)c1ccc(Br)cc1,-12,i
O=C(Cc1ccccc1)NCC(=O)OCC(=O)c1cccs1,3,i
CS(=O)(=O)N1CCN(c2ccccc2NC(=O)c2ccc(Br)o2)CC1,-30,i
CCn1c(SCC(=O)NCc2ccco2)nnc1C(C)C,-10,i
CCN1C(=O)CC(Sc2ccccc2C(=O)O)C1=O (stereo unspecified),-16,i
O=C(O)CSC12CC3CC(C1)CC(C(=O)O)(C3)C2,-1,i

# The results go on:
SMILES,OX1R antagonist,CHT PAM
COc1cc(SC)ccc1C(=O)NCCN1CCOCC1,-7,i
Cc1cc(C(=O)NCC(=O)OC(C)C(=O)N2CCOCC2)ccc1[N+](=O)[O-] (stereo unspecified),4,x
Cc1ccc(Sc2cnc3ccccc3n2)cc1,-21,i
CC(=O)c1cccc(NC(=O)c2cc(Cl)sc2Cl)c1,-18,i
COc1ccc(O)c(C=Nc2cc(NC(C)=O)c(Cl)cc2Cl)c1,5,i
COC(=O)C1=C(C)Nc2ncnn2C1c1ccc(C)o1 (stereo unspecified),-21,i
Cc1cccc(OCC(=O)N/N=C/c2cccn2C)c1,-16,i
COc1ccc(C(=O)/C(=C\c2ccco2)N2C=CC=CC2=C(C#N)C#N)cc1,31,i
CCNC(=O)NC(=O)C(C)OC(=O)CNS(=O)(=O)c1c(Cl)cc(Br)cc1Cl (stereo unspecified),-27,i
CCOc1ccc(C(=O)Nc2ccc(Cl)cn2)cc1Cl,-30,i
CN(C)/C=C1\C(=O)Nc2ccccc21,-8,i
CCc1cc(=O)oc2cc(OCC(=O)NCCCn3ccnc3)c(Cl)cc12,-15,i

# A draw from above in order of count of non-hydrogen atoms, lowest first:
SMILES,OX1R antagonist,CHT PAM
CCOc1ccc(C(=O)Nc2ccc(Cl)cn2)cc1Cl,-30,i
COc1ccc(O)c(C=Nc2cc(NC(C)=O)c(Cl)cc2Cl)c1,5,i
Cc1cc(C(=O)NCC(=O)OC(C)C(=O)N2CCOCC2)ccc1[N+](=O)[O-] (stereo unspecified),4,x

# Full records as entered above:
# Results for `Cc1cc(C(=O)NCC(=O)OC(C)C(=O)N2CCOCC2)ccc1[N+](=O)[O-]` (stereo unspecified) : OX1R antagonist: 4; CHT PAM: x
# Results for `COc1cc(SC)ccc1C(=O)NCCN1CCOCC1` : OX1R antagonist: -7; CHT PAM: i
# Results for `CCNC(=O)NC(=O)C(C)OC(=O)CNS(=O)(=O)c1c(Cl)cc(Br)cc1Cl` (stereo unspecified) : OX1R antagonist: -27; CHT PAM: i

# The list continues:
SMILES,OX1R antagonist,CHT PAM
COc1ccc(CCNC(=O)C2CCCN2C(=O)Nc2ccc(C)cc2)cc1OC (stereo unspecified),-29,i
Cc1ccccc1C(=O)NC1CCN(CC(=O)NCc2ccccc2)CC1,-7,i
CC1CN(C(=O)CN2C(=O)c3ccccc3S2(=O)=O)CC(C)O1 (stereo unspecified),-9,i
COc1ccc(N(CC(=O)Nc2ccc3c(c2)OCCO3)S(=O)(=O)c2cccnc2)cc1,-33,i
O=[N+]([O-])c1ccc([C@H](O)[C@H](CO)N=Cc2ccccc2O)cc1,0,i
O=C(c1cccc(C(=O)N(c2ccccn2)C2CCCCC2)c1)N(c1ccccn1)C1CCCCC1,-4,i
O=C(NNC(=O)c1cnccn1)c1ccc(Cl)cc1,-8,i
O=C(CCN1C(=O)c2ccccc2C1=O)Nc1ccccc1C(F)(F)F,-4,i
Cc1ccc(C(=O)NCCC(=O)NCc2cc(=O)n(C)c(=O)n2C)cc1,-4,i
Cc1cc(S(=O)(=O)N2CCCCC2CCNC(=O)C(=O)NCc2cccnc2)ccc1F (stereo unspecified),-37,i
COc1ccccc1/C=C/C(=O)NCC(=O)N=Nc1c(O)[nH]c2ccccc12,-17,i
Cc1ccc(S(=O)(=O)CCC(=O)OCC(=O)NNC(=O)c2ccc([N+](=O)[O-])cc2)cc1,4,x
COC(=O)C1CCN(C(=O)c2sc3nc(-c4ccccc4)cn3c2C)CC1,-18,i
COCCN(Cc1cc2cc(C)ccc2n2nnnc12)C(=S)Nc1ccc(C)cc1,-27,i
CC1(C)CC(=O)C(C=NCCN2CCN(C3CC(=O)N(c4ccc(F)cc4)C3=O)CC2)=C(O)C1 (stereo unspecified),-12,i
CCC(CC)c1nnc(NC(=O)c2cc(C(=O)OC)cc([N+](=O)[O-])c2)s1,-26,i
Cc1ccc(CCNC(=O)C2=CCN(S(=O)(=O)c3ccccc3)CC2)cc1,-23,i
O=C(Nc1cccc(-c2nnc(-c3ccco3)o2)c1)C(c1ccccc1)c1ccccc1,-4,i
Cc1ccc(N2C(=O)[C@@H]3[C@H](C2=O)[C@H]2C=CC=NN2[C@@H]3C(=O)Nc2ccccc2)cc1,-11,i
Cc1nc(NC(=O)/C=C/c2ccc(C(C)(C)C)cc2)sc1C(=O)N(C)C,-6,i
O=C(OCC(=O)C12CC3CC(CC(C3)C1)C2)c1ccccn1,10,i
N#Cc1ccc(CSc2nnc(-c3cnccn3)o2)cc1,-7,i
Cc1sc2nc(CN3CCCC3)nc(N3CCN(S(=O)(=O)c4cccc(F)c4)CC3)c2c1C,-26,x
COc1ccc(CCNc2ccc(N3C(=O)CC(C)C3=O)cc2[N+](=O)[O-])cc1OC (stereo unspecified),28,i
Cc1cc(C(=O)OCC(=O)N2CCc3ccccc32)ccc1[N+](=O)[O-],3,x
CCn1c(SCC(=O)Nc2ccc(Br)cn2)nnc1C1CC1,-12,i
Cc1nc(SCc2ccccc2)nc2c1CCC2,-14,i
COc1ccccc1NS(=O)(=O)c1cc(NC(=S)NCCN2CCOCC2)ccc1N1CCOCC1,-26,i
COc1ccc(OCC(O)CN(CCO)CC(O)Cn2ccc3ccccc32)cc1 (stereo unspecified),-23,i
CCC(NC(=O)CCl)c1ccc(C)cc1 (stereo unspecified),-14,i
COc1ccccc1-c1ccc(SCC(=O)N2CCOCC2)nn1,-12,i
COc1ccc(-c2cnc3n2CCCCC3)cc1,-23,i
Cc1c(Br)c([N+](=O)[O-])nn1CCCC(=O)N1CCN(c2ccccc2)CC1,-35,i
COC(=O)C1=C(C(=O)OC)[N+]2=C3N(C(=O)NC2(C)C)[C@H](CO)C[C@@]32c3ccccc3N(Cc3ccccc3)[C@@H]12,-36,i
CCN(CCCc1ccccc1)CCCc1ccccc1,-25,i
CCc1c(C#N)sc(C(N)=O)c1CC,-1,i

# OX1R antagonist: hit marks shown above.
Molecule,OX1R antagonist
COc1cc2c(cc1OC)CN(C(=O)Cn1ccccc1=O)CC2,51*
CCC(C)Sc1ccc(-c2nc3ccc(C)cn3c2NCc2ccccc2)cc1OC (stereo unspecified),56*

# The listing picks up with the 3 entries that preceded the break.
SMILES,OX1R antagonist,CHT PAM
COC(=O)C1=C(C(=O)OC)[N+]2=C3N(C(=O)NC2(C)C)[C@H](CO)C[C@@]32c3ccccc3N(Cc3ccccc3)[C@@H]12,-36,i
CCN(CCCc1ccccc1)CCCc1ccccc1,-25,i
CCc1c(C#N)sc(C(N)=O)c1CC,-1,i
O=S(=O)(Nc1cccc2ncccc12)c1cccs1,27,i
C=CCNC(=S)N/N=C/c1cccc([N+](=O)[O-])c1,4,i
COC(=O)c1ccc2c(=O)[nH]c(CSc3nc(-c4ccc(F)cc4)cs3)nc2c1,-38,i
Cc1ccc(-c2onc3ccc(C4(C)OCCO4)cc23)cc1,-8,i
CC(C)(C)OC(=O)C[C@@H]1C/C=C\C[C@H](CC(=O)N(CCO)Cc2ccccc2)C(=O)N2CCC[C@@H]2COC1=O,-11,x
CN(c1ccccc1)c1cc(Br)nc(Br)c1,-16,i
CCn1c(-c2ccccc2O)n[nH]c1=S,7,i
CC1=NN(C(C#N)c2ccccc2O)C(C)(C)C1 (stereo unspecified),-5,i
